ALOX12 inhib: inhibitors of human 12-lipoxygenase (ALOX12). purified 12-hLO, xylenol orange hydroperoxide absorbance. AID 1452. Potency, µM (highest dose often 57.1 µM), without a hit: top-dose activity change, negative = inhibition, most hits filed as inhibitors. 0.12% of 150,000 active; further: potency means the concentration at half of the fitted maximal effect; nearly all actives have a fitted effect of over 55% in size; many of its hits are not listed in these tables
Target sequence (P18054 whole entry, looked up): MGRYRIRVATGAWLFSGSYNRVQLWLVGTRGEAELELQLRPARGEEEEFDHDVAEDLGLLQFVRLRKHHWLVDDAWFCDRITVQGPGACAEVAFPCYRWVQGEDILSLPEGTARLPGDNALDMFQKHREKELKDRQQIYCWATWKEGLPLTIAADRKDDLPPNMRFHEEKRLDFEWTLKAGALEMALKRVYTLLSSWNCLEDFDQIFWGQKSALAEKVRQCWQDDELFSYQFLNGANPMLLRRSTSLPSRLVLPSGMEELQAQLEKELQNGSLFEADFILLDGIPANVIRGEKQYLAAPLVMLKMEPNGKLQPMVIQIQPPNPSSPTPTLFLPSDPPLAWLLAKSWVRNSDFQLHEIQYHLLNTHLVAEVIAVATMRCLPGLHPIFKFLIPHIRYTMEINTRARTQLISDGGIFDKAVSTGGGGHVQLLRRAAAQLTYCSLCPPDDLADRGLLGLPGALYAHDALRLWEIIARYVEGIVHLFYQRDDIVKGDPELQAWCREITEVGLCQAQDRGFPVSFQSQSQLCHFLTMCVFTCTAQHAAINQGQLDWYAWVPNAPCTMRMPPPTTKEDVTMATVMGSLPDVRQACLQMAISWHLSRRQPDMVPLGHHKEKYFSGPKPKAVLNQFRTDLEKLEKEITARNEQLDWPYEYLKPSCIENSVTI
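Purified human 12hLO (150 nM final) was preincubated with compounds for 15 min at room temperature in 25 mM Hepes pH 7.0, 0.01% Triton X-100, then reacted with 40 uM arachidonic acid for 30 min. Hydroperoxide was detected with ferrous iron/xylenol orange.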
PNC inhibitor: inhibitors of perinucleolar compartment assembly | 3.1% of 140,000 active | activity change (PNC), negative = inhibition, % at 10 µM | PC3M PTB-GFP, PNC prevalence imaging, 16 h; active compounds read low | AID 2417;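 active means readout at or below -70, meaning at least 70% loss of cells showing the perinucleolar compartment, a nuclear body marking cancer cells; inconclusive means readout between -30 and a set limit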;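 further: plate controls were DMSO wells for no effect and camptothecin positive control wells for full effect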
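PC3M cells stably expressing PTB-GFP, 750–1000 cells/well, treated 16 h at 37 °C with compound (23 nl of library stock), in duplicate. After paraformaldehyde fixation and Hoechst stain, imaged at 20x; PNC prevalence scored by image analysis.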
IMPase inh: membrane-permeable compound that blocks inositol monophosphatase | 120,000 tested, under 10 active | P97697 | AID 901 | CHO-M1 cells, IP1 accumulation, HTRF TR-FRET ratio | inhibition (IP1 accumulation), % at 46.1 µM; active means well fitted curve in the direction sought with a large enough effect in the signal ratio, not every such curve was filed as active; inconclusive means small, poorly fitted or top-dose-only effect, or a change in a side signal; inactive means no such curve, though single readings can be large or run the other way; the % refers to the signal ratio;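 further: cells stimulated with carbachol in lithium chloride buffer; plate controls were DMSO basal wells for no effect and reference inhibitor wells for full effect; higher means more IMPase inhibition seen as more IP1 and lower FRET ratio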
Target sequence (P97697 whole entry, looked up): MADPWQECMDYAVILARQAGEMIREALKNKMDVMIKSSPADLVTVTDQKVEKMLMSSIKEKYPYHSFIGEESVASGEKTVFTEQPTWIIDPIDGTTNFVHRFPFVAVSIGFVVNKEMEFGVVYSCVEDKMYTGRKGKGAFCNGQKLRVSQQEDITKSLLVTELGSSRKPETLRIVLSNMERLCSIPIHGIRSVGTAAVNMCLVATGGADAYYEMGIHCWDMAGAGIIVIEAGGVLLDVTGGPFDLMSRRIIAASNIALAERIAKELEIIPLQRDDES
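Measured: the HTRF emission ratio (665/620 nm) plus the 620 nm donor channel, each fitted to the Hill equation to give AC50. Cells were CHO-M1 given compounds up to 46 uM and a 30 min carbachol stimulation at 37C.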
15-hLO-2 inh: blocks human 15-lipoxygenase 2 activity; 0.56% of 110,000 active; O15296; purified 15hLO-2, xylenol orange hydroperoxide absorbance; AID 881; Potency, µM (top dose mostly 57.1 µM), inactives show at the top dose activity change, negative = inhibition, usual class: inhibitors; further: potency means the concentration at half of the fitted maximal effect; nearly all actives have a fitted effect of over 60% in size; many of its hits are not listed in these tables
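Purified human 15hLO-2 (50 nM final) preincubated with compounds 15 min at room temperature in 25 mM Hepes pH 7.5, 0.01% Triton X-100, then 45 uM arachidonic acid added for 90 min; hydroperoxide detected via ferrous/xylenol orange, 573/405 nm absorbance ratio.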
Active calls of the source: *; ? = inconclusive; / = no result given; [ ] = remark or other dose. Unless noted, the call rests on the fitted dose curve; in most records, active means well fitted curve in the direction sought with a large enough effect; inconclusive means small, poorly fitted or top-dose-only effect, or another doubt; inactive means no such curve, though single readings can be large; an effect the other way counts as inactive or inconclusive. Unless noted, on the % scale 0 is the no-effect control and ±100 the full control effect.

SMILES	ALOX12 inhib	PNC inhibitor	IMPase inh	15-hLO-2 inh
CCOc1ccccc1NC(=O)CSC1=C(C#N)C(c2ccco2)C(C(=O)Nc2nc3ccccc3s2)=C(C)N1 (stereo not given)	0%	?	-16	/
COc1cc(SC)ccc1C(=O)NCCOc1ccc(F)cc1	-2%	0	/	/
Cc1cccc2cc(C#N)c(SCC(=O)NCC3CCCO3)nc12 (stereo not given)	-3%	-21	?	/
CCCCn1c(/N=C/c2cc(OC)ccc2O)nc2ccccc21	-1%	?	4	27%
COc1cccc(-n2c(SCC(=O)Nc3ccc4c(c3)CCC4)nc3ccccc3c2=O)c1	-2%	43	-9	/
CC(Oc1ccc(O)cc1)(P(=O)(O)O)P(=O)(O)O	-16%	/	-1	-14%
CCn1nc(C)c(NC(=O)CCSc2nc(-c3ccco3)cc(C(F)(F)F)n2)c1C	6%	-11	-4	6%
CC(=O)Nc1ccc2c(c1)nc(CCNC(=O)c1ccccc1)n2C	1%	204	-2	/
COc1ccc(C(=O)CSc2nnc(-c3cc(C)cc(C)c3)o2)cc1	1%	15	7	-1%
N#C/C(=C\C1=C(N2CCOCC2)C(=C\c2ccc(Cl)cc2)/CC1)C(=O)Nc1ccccc1F	-1%	?	/	/
COc1ccc(CC(=O)Nc2ccc3nc(C)sc3c2)cc1OC	4%	?	0	/
CCOC(=O)c1c(CN2CCCCC2)oc2ccc(O)cc12	0%	37	1	6%
CCCC(=O)Nc1c(-c2ccc(OC)cc2)c(=O)c2ccccc2n1C	2%	14	2	-9%
CC(=O)N(C)c1ccc(OCC(O)Cn2c3ccc(Cl)cc3c3cc(Cl)ccc32)cc1 (stereo not given)	-2%	?	17	0%
COc1ccc(OC)c(NC(=O)c2nnn(Cc3ccccc3C)c2N)c1	-19%	-3	7	-3%
NC(=O)NC(Cc1ccccc1)c1ccccc1 (stereo not given)	3%	34	8	5%
CC1(C)CCCC2(C)C3C(O)CC2(C)C(O)C31 (stereo not given)	-4%	/	/	-2%
CN1CC(c2ccccc2)C(c2ccc(Cl)cc2)=N1 (stereo not given)	-7%	2	/	/
BrC/C=C/CBr	1%	/	/	-12%
CCOC(=O)NCc1ccc(CNC(=O)OCC)cc1	0%	0	1	2%
COc1cccc(/C=N/n2c(C)nc3ccccc32)c1OC	-6%	11	3	40%[activator]
Cc1cccc(CNc2cc(-c3ccccc3C)ncn2)c1	-6%	/	/	37%[activator]
C#CCOCCOCCOCCNc1nc(N2CCN(C(=O)[C@H](C)n3cc(CCCN=C(N)N)nn3)CC2)nc(N2CCN(C(=O)[C@H](CCCCN)n3cc(CCCC)nn3)CC2)n1	5%	12	/	/
Cc1cc(C)cc(N(CC(=O)NC2CCCCC2)C(=O)c2ccc(C)s2)c1	0%	21	15	-11%
CCCc1c(C)c2ccc(OCC(C)=O)cc2oc1=O	1%	?	14	1%

Later entries
SMILES	ALOX12 inhib	PNC inhibitor	IMPase inh	15-hLO-2 inh
CCN(CC)C(=O)/C(NC(=O)c1ccccc1)=C(/Sc1ncccn1)c1ccccc1	2%	-23	/	/
CCCCCNC(=O)C(C)Sc1ccc(Cl)cc1 (stereo not given)	4%	22	4	-3%
Cc1ccc(-c2cccc(NC(=O)C3C(C(=O)O)[C@@H]4C=C[C@H]3C4)c2)o1 (stereo not given in full)	-18%	3	3	-21%
COc1cc(C(=S)N2CCOCC2)ccc1OC(=O)Cc1ccc(F)cc1	1%	13	/	/
CCN(C(=S)Nc1cc(S(=O)(=O)N2CCOCC2)ccc1Cl)c1cccc2ccccc12	-6%	49	/	/
N#C/C(=C/c1ccc(N2CCCCCC2)o1)c1ccc(Cl)cc1	?	-4	13	7.9µM*
CC(C)C(c1nnnn1Cc1ccc2c(c1)OCO2)N1CCN(c2ccccc2)CC1 (stereo not given)	-5%	9	4	-9%
CNC(=O)C1CC(=O)N(Cc2ccc(OC)c(OC)c2)C(=Nc2ccc(OC)cc2)S1 (stereo not given)	-2%	51	-2	-1%
CC(NC(N)=O)C12CC3CC(CC(C3)C1)C2 (stereo not given)	0%	-14	1	-2%
CCCCCCNC(=O)CCCCCNS(=O)(=O)c1ccc(OC)cc1	-6%	12	/	/
CCSc1nnc(NC(=O)c2csc3c2CCCC3)s1	5%	-3	-7	-8%
CC(=O)c1c(C)[nH]c(C(=O)Nc2ccc3c(c2)OCCO3)c1C	-2%	-14	10	-3%
Nc1nc2ccccc2n1CCOc1ccccc1Cl	-7%	-1	-7	75%[activator]
Cc1nnc(SCC(=O)N2CCN(S(=O)(=O)c3ccccc3)CC2)[nH]c1=O	0%	31	-4	-1%
Cc1ccc(-c2nc(CSCC(=O)NCCCN3CCOCC3)c(C)o2)cc1	3%	-6	-6	19%
CC(=O)Oc1c(C(=O)c2nnc(C)o2)c(=O)n(Cc2ccccc2)c2ccccc12	1%	-5	/	/
CCOc1cc(CN2CCSCC2)ccc1O	-2%	19	5	-4%
CCC(=O)OCC(=O)[C@@]1(OC(=O)CC)[C@H](C)C[C@@H]2[C@H]3CCC4=CC(=O)C=C[C@]4(C)[C@]3(Cl)[C@@H](O)C[C@@]21C	-2%[25.6 µM]	/	0[20.6 µM]	-3%[25.6 µM]
O=C1CC(C(=O)N2CCOCC2)C2(CCCCC2)O1 (stereo not given)	-2%	?	-4	-1%
O=C(Nc1ccc(F)cc1)c1ccc(COc2ccccc2)cc1	1%	?	/	/
COC(=O)c1c(=O)n(O)c2ccc(OC)cc2[n+]1[O-]	-11%	13	7	-21%
CCn1c(CSc2nc3ccccc3[nH]2)n[nH]c1=S	3%	-122*	-2	7%[2.29 µM]
COC(=O)C1=C(C)NC2=C(C(=O)CCC2)C1c1cn(Cc2ccc(Cl)cc2Cl)nc1-c1ccccc1 (stereo not given)	?	-24	-3	-15%
Cn1c(CSCc2ccc(Cl)c(Cl)c2)nnc1SCC(=O)Nc1nccs1	3%	?	16	5%
COC(=O)C1CCN(C(=O)Cc2ccc(OC)c(OC)c2)CC1	4%	344	-5	/

A draw from above in order of length of the SMILES, highest first:
SMILES	ALOX12 inhib	PNC inhibitor	IMPase inh	15-hLO-2 inh
COc1cccc(-n2c(SCC(=O)Nc3ccc4c(c3)CCC4)nc3ccccc3c2=O)c1	-2%	43	-9	/
CC(=O)Oc1c(C(=O)c2nnc(C)o2)c(=O)n(Cc2ccccc2)c2ccccc12	1%	-5	/	/
COc1ccc(OC)c(NC(=O)c2nnn(Cc3ccccc3C)c2N)c1	-19%	-3	7	-3%
COc1ccc(CC(=O)Nc2ccc3nc(C)sc3c2)cc1OC	4%	?	0	/
Nc1nc2ccccc2n1CCOc1ccccc1Cl	-7%	-1	-7	75%[activator]

(cont.)
SMILES	ALOX12 inhib	PNC inhibitor	IMPase inh	15-hLO-2 inh
C=CCOc1ccccc1/C=c1\sc2nc(=O)c(C)nn2c1=O	-13%	22	/	/
Cc1nc2ccccc2c2oc(C(=O)NCC3COc4ccccc4O3)cc12 (stereo not given)	-4%	-15	0	/
CCCCCc1nnc(NC(=O)CS(=O)(=O)Cc2ccccc2)s1	-1%	-9	9	/
O=C(NCc1ccco1)C(Cc1ccccc1)N1C(=O)c2ccccc2C1=O (stereo not given)	0%	?	?	-5%
c1ccc(-c2nnc3sc(CN4CCC5(CC4)OCCO5)cn23)cc1	1%	58	?	1%
Cc1ccc(Cn2nc(-c3ccccc3)nc2-c2ccccc2)cc1	-1%	46	4	1%
Clc1ccccc1-c1nnc(-c2ccccc2Cl)o1	-3%	19	9	/
CCN(CC)C(=O)c1ccc(COc2ccccc2Cl)cc1	-5%	?	-3	0%
O=C(C=C1CCN(c2ncc(C(F)(F)F)cc2Cl)CC1)NNC(=O)Nc1ccc(Cl)cc1	3%	19	8	2%
COc1ccc(S(=O)(=O)N2CCCCC2)cc1Br	-6%	-11	9	-2%
CC(Sc1nc2ccccc2s1)C(=O)Nc1ccc2c(c1)OCO2 (stereo not given)	-3%	?	/	/
O=C(CN(Cc1ccccc1F)S(=O)(=O)c1ccc(Cl)cc1)NCCC1=CCCCC1	0%	32	0	17%
O=C(NCCCN1CCCC1=O)c1ccccc1NS(=O)(=O)c1ccc(F)cc1	-1%	30	0	17%
O=C(Nc1nnc(COc2ccc(Cl)cc2)s1)c1ccc([N+](=O)[O-])cc1	2%	?	4	/
CCOc1cc(CNCCc2ccc(S(N)(=O)=O)cc2)ccc1OCC(=O)NC1CCCCC1	-1%	-4	2	20%
O=C(Nc1cccc([N+](=O)[O-])c1)c1ccc(-c2ccccc2)cc1	-1%	8	/	/
O=C(OCn1nnc2ccccc2c1=O)c1cccs1	-6%	24	-6	/
Cc1ccc(CSc2nnc(-c3ccc(S(=O)(=O)N4CCCC4)cc3)o2)cc1	-1%	-92*	-1	2%
Cc1cccc(Nc2n[nH]c(C)c2[N+](=O)[O-])c1	-10%	0	/	/
O=C(c1cc(N2C(=O)C3C4CCC(C4)C3C2=O)ccc1Cl)N1CCN(c2ccccc2F)CC1 (stereo not given)	1%	-119*	-1	/
O=C(COC(=O)/C(=C/c1cccs1)c1cccs1)NCc1ccccc1Cl	-4%	-27	/	/
O=C(c1ccc(-c2nnc(Nc3ccccc3)c3ccccc23)cc1)N1C[C@H]2C[C@H](C1)c1cccc(=O)n1C2	-3%	22	6	0%
CCOC(=O)c1[nH]c2ccccc2c1NC(=O)c1ccc(Br)o1	-4%	-23	2	/
CCOc1ccc(NS(=O)(=O)c2ccc3[nH]cc(C(=O)N(CC)CC)c(=O)c3c2)cc1	16µM*	6	-11	-1%
Cc1ccc(OCC(=O)N2CCN(c3nnc(-c4ccccc4)c4ccccc34)CC2)cc1	-4%	30	11	-15%

Other records
SMILES	ALOX12 inhib	PNC inhibitor	IMPase inh	15-hLO-2 inh
COc1ccc(OC)c(-n2nnnc2SCC(=O)O)c1	0%	31	4	3%
CCn1c(SCc2ccccc2)nnc1-c1cccs1	-2%	346	13	/
CN(C)/C=C(\C#N)c1nc2ccccc2[nH]1	0%	?	-6	9%[2.29 µM]
COc1ccc(C(=O)Cn2nnc(-c3ccccc3-n3cnnn3)n2)cc1	-7%	15	5	3%
COCCNC(=O)c1ccccc1NC(=O)c1ccccc1N(C)S(=O)(=O)c1ccccc1	6%	25	-4	3%
Cc1ccc(/C=C/C(=O)Nc2ncc(C)s2)o1	-9%	29	8	/
O=C(NCc1ccco1)c1csc(Nc2ccccc2Cl)n1	-3%	-117*	-5	-4%
COc1cc(/C=C/C(=O)N2c3ccccc3Sc3ccc(C(F)(F)F)cc32)cc(OC)c1OC	1%	-25	/	/
Cc1ccc(N)c(C(=O)CCCCC(=O)O)c1	9%	12	-2	2%
Cc1ccc(C)c(NC(=O)C(Sc2nncn2C)c2ccccc2)c1 (stereo not given)	-3%	20	10	6%
CCOc1ccc2nc3cc(N)ccc3c(N)c2c1	-3%	/	/	14%
CC(C)c1ccc(O)c(O)c(=O)c1 (tested in a mixture with another compound)	?	/	/	4µM*
CCOC(=O)n1c(=O)n(Cc2ccc(Cl)cc2Cl)c2ccccc21	-4%	31	5	-5%
O=C(CSc1ccc2nnc(-c3ccccn3)n2n1)NCc1ccc2c(c1)OCO2	-4%	41	-10	/
CC(C)CN(CC(C)C)c1nnc(NC(=O)Cn2c(=O)oc3ccccc32)s1	-1%	24	2	4%
O=C(NCc1cccnc1)C1COc2ccccc2O1 (stereo not given)	-2%	80	-2	3%
O=S(=O)(Cc1cc(Cl)nc(-c2ccccc2)n1)c1ccccc1	-1%	40	33[activator][1.84 µM]	7%[11.4 µM]
CCOC(=O)c1[nH]c(C)c(C(=O)N2CCN(C(=O)c3ccco3)CC2)c1C	2%	-100*	-7	/
Cc1ccc(Nc2nnc(-c3ccncc3)s2)c(Br)c1	3%	17	?	/
CCOC(=O)c1cc2c(C(F)(F)F)cc(-c3cccnc3)nc2o1	4%	20	-4	-4%
Cc1cccc(-n2c(Cc3ccccc3)nnc2SCC(=O)N2CCOCC2)c1	-1%	-3	4	7%

Source: PubChem BioAssay

The list is partial. The share of hits here may be higher or lower than overall.
